S aureus QS inh – S. aureus quorum sensing inhibitors, primary screen, RNAIII-GFP reporter, flow cytometry; S. aureus RN6390 RNAIII-GFP reporter, AIP-induced, flow cytometry 3 h; inhibition, % at 2 µM; 24,000 compounds, 0.3% hits; AID 527, 2006;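 active = share of bacteria positive for the green fluorescent reporter and its mean brightness both inhibited by 50% or more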;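 note: 0% = AIP-stimulated control and 100% = unstimulated bacteria without AIP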
S aureus QS inh GFP MFI % – second read-out of S aureus QS inh, no call of its own (marks repeat the call); inhibition, %; measured here: inhibition of GFP MFI
* marks the source's active call; other numbers are inactive results. This is a subset; rates above refer to the full screens.

SMILES | S aureus QS inh | S aureus QS inh GFP MFI %
CC(O)c1c(OCc2ccccc2)ncnc1OCc1ccccc1 (stereo not drawn) | 5 | 23
Cc1cc(NS(=O)(=O)c2ccc(NC(=O)c3ccoc3C)cc2)nc(C)n1 | -1 | -20
O=C(NCc1cccs1)C(Cc1ccccc1)n1cccc1 (stereo not drawn) | 2 | 10
O=C(CN1C(=O)C2CC=C(Cl)CC2C1=O)Nc1ccc(C(=O)O)cc1 (stereo not drawn) | -1 | -33
COc1ccc(Cl)cc1N1C(=O)C2CCCN2C1c1ccccc1F (stereo not drawn) | 2 | 14
COc1ccccc1NC(=O)N1CCN(c2ccc3nncn3n2)CC1 | 0 | 3
CC(C(=O)N1CCN(c2ccccc2)CC1)N1C(=O)C2CC=CCC2C1=O (stereo not drawn) | -2 | -6
Cc1cc(C(=O)O)ccc1-n1c(C)ccc1C | 0 | 5
O=C(COC(=O)c1cc(S(=O)(=O)N2CCOCC2)ccc1O)NCC1CCCO1 (stereo not drawn) | 1 | 12
COc1ccccc1-n1nnnc1SCc1cc2c(cc1Br)OCO2 | 0 | 2
CCOC(=O)N1CCC(NC(=O)CCS(=O)(=O)c2ccc3c(c2)CCN3C(C)=O)CC1 | 0 | -7
CCOC(=O)C1CCN(c2c(N(C)Cc3ccco3)c(=O)c2=O)CC1 | -6 | -27
O=C(c1cccn2c(=O)c3cc(Cl)ccc3nc12)N1CCOCC1 | 0 | 4
CS(=O)(=O)N1CCCC(C(=O)NCc2cccs2)C1 (stereo not drawn) | 6 | 13
Cc1cc(NS(=O)(=O)c2ccccc2)n(-c2ccccc2)n1 | -2 | -2
Cc1ccc(-c2cc(=O)[nH][nH]2)c(C)c1 | -4 | -8
COc1ccc(Nc2nnc(Cc3ccccc3)c(=O)[nH]2)c(OC)c1 | -1 | -9
COc1cc(CO)cc(-c2cc(CO)cc(OC)c2OC)c1OC | 0 | 1
CCOc1ccc2ccccc2c1/C=N/n1cncn1 | -1 | -7
Cc1nnc2n(Cc3ccccc3)c(=O)c3c4c(sc3n12)COC(C(C)C)C4 (stereo not drawn) | 0 | 2
Cc1ccc(C)c(-n2c(CNC(=O)c3ccco3)nnc2SCC(=O)Nc2nnc(C)s2)c1 | 0 | 2
Cc1ccc(NC(=O)C2CCCN(S(=O)(=O)c3cnc[nH]3)C2)c(Br)c1 (stereo not drawn) | 1 | 6
O=C(NCc1cccnc1)C1CCCCN1S(=O)(=O)c1ccc(F)cc1 (stereo not drawn) | 1 | -2
Cn1c(=O)oc2cc(S(=O)(=O)NC3CCCCCCC3)ccc21 | -1 | 13
CCCCn1c(CN2CCN(c3cccc(Cl)c3)CC2)nc2c1c(=O)[nH]c(=O)n2C | 3 | 4
Cn1c(=O)n(CC(=O)OCc2ccccc2)c(=O)c2c1nc1n2CCCN1C1CCCCC1 | -2 | -17
Cc1cc(SCC(N)=O)nc(SCC(=O)c2ccccc2)n1 | -1 | 1
Cn1c(SCC(N)=O)nnc1C1CCN(C(=O)NCc2ccccc2)CC1 | 0 | 2
O=S(=O)(NCCNS(=O)(=O)c1cccs1)c1cccs1 | -3 | 0
O=C(CN1CCc2ccccc21)Nc1ccc2c(c1)OCO2 | -2 | -14
CCOc1ccccc1Oc1c(C)oc2cc(OC(=O)N3CCOCC3)ccc2c1=O | -3 | -9
Cc1ccc(-c2nnc(N3CCN(C(=O)CN4C(=O)c5ccccc5C4=O)CC3)c3ccccc23)cc1 | 1 | 1
COc1ccccc1-c1nnc(NC(=O)c2ccc(S(=O)(=O)N(C)C)cc2)o1 | 4 | 12
CCOC(=O)N1CCN(C(=O)CN2C(=O)CC(C)(C)S(=O)(=O)c3ccccc32)CC1 | -1 | 1
COc1ccc(-n2nc(C(=O)N3CCC(C#N)CC3)c3c4ccccc4n(C)c3c2=O)cc1 | -2 | -1
CCOC(=O)C1=C(C)Nc2nc(C)nn2C1c1ccc(OCC)c(OC)c1 (stereo not drawn) | 0 | 0
Cc1ccc(C2CC(c3cccc(Br)c3)n3nc(N)nc3N2)cc1 (stereo not drawn) | -2 | -56
Cn1c(=O)cc(OCCCC(=O)NCc2ccco2)c2ccccc21 | -2 | 6
CC1Cc2nc(SCC(=O)N3CCc4ccccc43)n(C)c(=O)c2S1 (stereo not drawn) | -1 | 1
N#CC1=C(SCC(=O)NC2CCCCC2)NC(=O)CC1c1ccco1 (stereo not drawn) | 0 | -1
Cc1ccc(Nc2nc(C3CC3)cs2)cc1 | -6 | -16
O=C(Cn1cc2c(n1)CCCC2)NCCCN1CCN(c2ccccc2F)CC1 | -5 | -30
COc1ccc(NC(=O)CC2SC(=Nc3ccccc3)NC2=O)c(OC)c1 (stereo not drawn) | 15 | 38
O=C(O)CCC(=O)N1CCc2cc(S(=O)(=O)N3CC=C(c4ccccc4)CC3)ccc21 | 7 | 19
Cc1nnc(NC(=O)CSc2nnc(Cc3cccn3C)n2CCc2ccccc2)s1 | 10 | 32
O=C(CCc1nc2ccccc2[nH]1)Nc1ccc2c(c1)OCO2 | 8 | 40
CCOC(=O)C1CCN(C(=O)CNS(=O)(=O)c2ccc(Br)s2)CC1 | -3 | -4
Cc1ccc(CS(=O)(=O)Cc2ccc(C(=O)NCC3CCCO3)o2)cc1 (stereo not drawn) | -5 | -17
CCC(C)NC(=O)C1c2cc(OC)c(OC)cc2C(=O)N(C)C1c1ccc(OC)cc1 (stereo not drawn) | 0 | -2
CCN=C1SC(C(=O)Nc2ccccc2)CC(=O)N1CC (stereo not drawn) | 1 | 10
CCn1c(SCC(=O)c2ccc(OC)cc2)nnc1C(C)NC(=O)c1ccc(OC)cc1 (stereo not drawn) | 1 | -2
CC(C)OCCCNC(=O)CCN1C(=O)COc2ccccc21 | -1 | -2
COc1cc2c(C#N)c(N3CCN(c4ccccc4OC)CC3)nc(N)c2c(N)n1 | 1 | 3
CCOC(=O)c1sc2ncnc(N3CCN(C(=O)OCC)CC3)c2c1C | -8 | -12
Cc1ccccc1N(C)S(=O)(=O)c1ccc2[nH]cc(C(=O)NCC3CCCO3)c(=O)c2c1 (stereo not drawn) | 0 | 8
COc1cc(C(=O)OCC(=O)N(C)Cc2ccccc2)cc(OC)c1OC | 4 | 9
O=C(NC1CCCCCCC1)c1ccccc1O | -1 | -7
COc1ccc(OC)c(S(=O)(=O)NCc2csc(-c3ccccc3)n2)c1 | -3 | -13
CCCS(=O)(=O)N1CCCC(C(=O)NCCCN2CCN(c3cccc(Cl)c3)CC2)C1 (stereo not drawn) | -1 | -8
CCCCOc1ccc(-c2ncc(Cl)cn2)cc1 | 0 | 1

(continued)
SMILES | S aureus QS inh | S aureus QS inh GFP MFI %
CCC(C)NC(=O)C1CCN(S(=O)(=O)c2cccc3cccnc23)CC1 (stereo not drawn) | -2 | -11
O=C1CC(N2CCN(c3ccccc3F)CC2)C(=O)N1c1ccc(F)cc1 (stereo not drawn) | 0 | -6
O=C(NCCCCNC(=O)c1c(F)c(F)c(F)c(F)c1F)c1c(F)c(F)c(F)c(F)c1F | -2 | -40
Cc1cccn2c(=O)c3cc(C(=O)N4CCN(C(=O)c5ccco5)CC4)n(C)c3nc12 | 7 | 14
CCOC(=O)c1c(C)c(C(=O)Nc2ccc(N(C)C)cc2)c(C)n1CC | 8 | 3
Cc1noc(C)c1C(=O)Nc1ccc(Cl)cc1C(F)(F)F | 0 | 7
CCOc1ccccc1OCCCCN1CCCC1 | 0 | -1
COc1ccc(CCn2c(SCC(=O)Nc3cc(C)on3)nc3ccccc3c2=O)cc1OC | 4 | 8
Cc1ccc(NC(=O)c2cc(-c3ccco3)on2)cc1 | 2 | 14
COC(=O)c1cc2ccsc2n1CC(=O)Nc1cc(C)cc(C)c1 | 0 | 10
CCn1c2ccccc2c2cc(Nc3cc(C)nc4ncnn34)ccc21 | -1 | 2
Cc1ccnc(NC(=O)CCC(=O)N(CC(=O)NC(C)(C)C)C2CCCC2)c1 | -2 | -18
COc1ccc(C(=O)CN2CCN(c3ccc(F)cc3)CC2)cc1OC | -2 | 2
O=C(Nc1ccon1)c1csc2c1CCCC2 | 0 | 2
COc1cccc(NC(=O)CCCn2c(=O)[nH]c3ccccc3c2=O)c1 | -7 | -39
Cc1ccc(-c2nc3c(=O)n(C)c4ccccc4c3o2)cc1 | 1 | 0
O=C(NC1CCS(=O)(=O)C1)N1CCCCC1 (stereo not drawn) | -6 | -12
CCCCOc1ccccc1Cn1c(=O)oc2ccccc21 | 0 | 16
CCOc1cc2c(cc1OCC)C(C(=O)O)C(c1cc(OC)c(OC)c(OC)c1)N(C)C2=O (stereo not drawn) | 2 | 11
CC1(C(=O)NCc2cccnc2)CCC(=O)N1Cc1cccs1 (stereo not drawn) | -2 | 2
CC1CCN(CCCNC(=O)c2n[nH]c(=O)c3ccccc23)CC1 | -3 | -3
COc1ccc(N2CSC3=C(C#N)C(c4cc(OC)c(OC)cc4OC)CC(=O)N3C2)c(OC)c1 (stereo not drawn) | 7 | 16
COc1ccc(CCNC(=O)CCNS(=O)(=O)c2ccc3c(c2)CCN3C(C)=O)cc1OC | -4 | -21
Cc1cc2c(cc(C(=O)N3CCC(C(=O)NC4CCCC4)CC3)n2Cc2c(F)cccc2Cl)o1 | 12 | 18
CC(=O)N1CCc2cc(S(=O)(=O)CCC(=O)N3CCN(C(=O)c4ccco4)CC3)ccc21 | 3 | 7
CCN1CCN(CCNC(=O)c2ccc(CS(=O)(=O)c3c(Cl)cccc3Cl)o2)CC1 | -5 | -39
OCc1nc2ccccc2n1CCCOc1ccccc1 | 0 | 4
COc1ccc(CNC(=O)C(c2ccco2)N(Cc2cccs2)C(=O)Cc2cccs2)cc1 (stereo not drawn) | 1 | 5
COC(=O)c1cc2oc(C)cc2n1CC(=O)N1CCCc2ccccc21 | -2 | -8
COc1ccc(S(=O)(=O)NCC(c2cccnc2)N2CCN(c3ccccc3OC)CC2)cc1C (stereo not drawn) | 4 | 7
O=C(c1ccco1)N1CCN(c2cc(=O)n(C3CCCCC3)c(=O)[nH]2)CC1 | 1 | -8
CCOc1ccc(C2N(c3ccc(F)cc3)C(=O)C3CCCN32)cc1OC (stereo not drawn) | -2 | 7
CCC(C)(C)n1nnnc1C(c1ccncc1)N1CCN(c2cccc(OC)c2)CC1 (stereo not drawn) | 0 | 3
CC(C(N)=O)N1C(=O)C2C3C=CC(C3)C2C1=O (stereo not drawn) | 0 | 7
O=C(CSCCSCC(=O)c1ccco1)c1ccco1 | -2 | 2
C=CCn1c(SCC(=O)NCC2CCCO2)nc2scc(-c3ccco3)c2c1=O (stereo not drawn) | 5 | 15
CCN1CCN(Cc2nc3c(c(=O)[nH]c(=O)n3C)n2Cc2ccccc2Cl)CC1 | -2 | 8
O=C(Nc1ccccc1N1CCN(C(=O)c2ccc(Cl)cc2)CC1)c1cc(Br)ccc1Cl | -1 | 1
O=C(NCc1cccs1)C1CC(c2ccccc2O)=NO1 (stereo not drawn) | -1 | -3
CCCn1c(C)cc(C(=O)COc2ncnc3sccc23)c1C | -2 | -11
CCOC(=O)N1CCN(S(=O)(=O)c2ccc(F)c(C(=O)Nc3cccc(C)c3C)c2)CC1 | -2 | 5
O=C(Nc1c2c(nn1-c1ccc(Cl)cc1)CS(=O)(=O)C2)c1ccc2c(c1)OCO2 | 0 | 1
Cc1ccc2oc(=O)c3cnn(CC(=O)NCCC(C)C)c3c2c1 | -1 | -5
CCN1C(=O)OC2(CCCCC2)C1(C)O (stereo not drawn) | -3 | -8
CC(C)(C)n1nc2c(c1NC(=O)c1ccco1)CS(=O)C2 (stereo not drawn) | -4 | -26
CCN(CC)c1ccc(C=N/C(C#N)=C(\N)C#N)cc1 | 7 | 22
COc1ccc(N2CCN(C3CC(=O)NC3=O)CC2)cc1 (stereo not drawn) | -4 | 0
Cn1c(C(=O)O)c(CC(=O)NCc2cccnc2)c2ccccc21 | 0 | 4
O=C(Nc1cccnc1)Nc1ccccn1 | 1 | 39
CCN(CC)CCOC(=O)C1(C2CCCCC2)CCCCC1 | -2 | -10
COc1ccc(CCNc2oc(COc3ccc(Br)cc3)nc2C#N)cc1OC | 20 | 34

Shown with two lines to a compound: entries from further up.
Results follow in this order: S aureus QS inh, S aureus QS inh GFP MFI %
- COc1ccc(NC(=O)CC2SC(=Nc3ccccc3)NC2=O)c(OC)c1 (stereo not drawn)
  15, 38
- O=C(O)CCC(=O)N1CCc2cc(S(=O)(=O)N3CC=C(c4ccccc4)CC3)ccc21
  7, 19
- Cc1nnc(NC(=O)CSc2nnc(Cc3cccn3C)n2CCc2ccccc2)s1
  10, 32
- O=C(CCc1nc2ccccc2[nH]1)Nc1ccc2c(c1)OCO2
  8, 40
- CCOC(=O)C1CCN(C(=O)CNS(=O)(=O)c2ccc(Br)s2)CC1
  -3, -4
- Cc1ccc(CS(=O)(=O)Cc2ccc(C(=O)NCC3CCCO3)o2)cc1 (stereo not drawn)
  -5, -17
- CCC(C)NC(=O)C1c2cc(OC)c(OC)cc2C(=O)N(C)C1c1ccc(OC)cc1 (stereo not drawn)
  0, -2
- CCN=C1SC(C(=O)Nc2ccccc2)CC(=O)N1CC (stereo not drawn)
  1, 10
- CCn1c(SCC(=O)c2ccc(OC)cc2)nnc1C(C)NC(=O)c1ccc(OC)cc1 (stereo not drawn)
  1, -2
- CC(C)OCCCNC(=O)CCN1C(=O)COc2ccccc21
  -1, -2
- COc1cc2c(C#N)c(N3CCN(c4ccccc4OC)CC3)nc(N)c2c(N)n1
  1, 3
- CCOC(=O)c1sc2ncnc(N3CCN(C(=O)OCC)CC3)c2c1C
  -8, -12
- Cc1ccccc1N(C)S(=O)(=O)c1ccc2[nH]cc(C(=O)NCC3CCCO3)c(=O)c2c1 (stereo not drawn)
  0, 8
- COc1cc(C(=O)OCC(=O)N(C)Cc2ccccc2)cc(OC)c1OC
  4, 9
- O=C(NC1CCCCCCC1)c1ccccc1O
  -1, -7
- COc1ccc(OC)c(S(=O)(=O)NCc2csc(-c3ccccc3)n2)c1
  -3, -13
- CCCS(=O)(=O)N1CCCC(C(=O)NCCCN2CCN(c3cccc(Cl)c3)CC2)C1 (stereo not drawn)
  -1, -8
- CCCCOc1ccc(-c2ncc(Cl)cn2)cc1
  0, 1
